KDM4C inh: inhibitors of human demethylase GASC-1 KDM4C; GST-KDM4C 2-372, H3K9me3 peptide, LANCE TR-FRET; inhibition, % at 12.5 µM; 0.15% of 96,000 active;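 active = mean replicate inhibition above about 25%, with at least 55% of replicates also reaching it, limit read from the data, passing the limit was not always enough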
Target sequence (Q9H3R0 2-372 limits assumed): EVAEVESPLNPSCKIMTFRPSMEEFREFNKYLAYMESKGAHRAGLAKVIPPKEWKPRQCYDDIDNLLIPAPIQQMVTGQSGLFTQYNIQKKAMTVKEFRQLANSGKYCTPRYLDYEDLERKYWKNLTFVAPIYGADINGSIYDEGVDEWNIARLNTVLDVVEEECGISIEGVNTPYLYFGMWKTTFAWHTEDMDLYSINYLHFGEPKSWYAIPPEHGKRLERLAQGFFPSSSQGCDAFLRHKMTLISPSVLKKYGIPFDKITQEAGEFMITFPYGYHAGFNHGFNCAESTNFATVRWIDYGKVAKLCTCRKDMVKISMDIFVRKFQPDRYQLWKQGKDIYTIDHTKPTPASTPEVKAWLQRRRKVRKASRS
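Test system – GST-tagged GASC-1 (JMJD2C) catalytic fragment, aa 2-372 · Medium – HEPES buffer, pH 7.5, plus ascorbate · Reagent – H3K9me3 peptide with Fe(II)/2OG · Compound – one test concentration per compound · Timing – 30 min reaction, 60 min detection, RT · Technique – TR-FRET with Eu antibody and ULight streptavidin, EDTA stop · Read-out basis – inhibition from TR-FRET ratio decrease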
C diff growth: C. difficile growth inhibition | Clostridium difficile clinical isolate growth, OD600, 24 h; stronger effect = lower value | growth activity, negative = inhibition, % at 16 µg/mL (by protocol) | 0.25% of 86,000 active;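 active = mean growth activity at or below -80% and every replicate also at or below -80%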;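 also: 0% = DMSO wells and -100% = levofloxacin 16 µg/mL wells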
Pf Dd2 inh: inhibitors of Plasmodium falciparum Dd2 growth; activity change, % at 10 µM; P. falciparum Dd2 growth, SYBR Green, 72 h; stronger effect = lower value; 2.3% of 94,000 active; AID 1159554; in the data active = activity change below about -80%
T cruzi growth: T. cruzi proliferation inhibition; T. cruzi beta-gal in NIH3T3, GalScreen luminescence, 90 h; inhibition, % at 8.34 µM; 5.9% of 77,000 active; AID 624255;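 active = mean inhibition above about 93%, with at least 55% of replicates each passing it, limit read from the data, passing the limit was not always enough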
* hit, by the source's call; . = no result given; & = joins results of further samples. Some of the compounds tested; the hit share may differ from the screen's.

The opening 13 entries, to show the layout:
Results follow in this order: KDM4C inh | C diff growth | Pf Dd2 inh | T cruzi growth
O=C(Cc1ccccc1)N1CCCCN2[C@H](CO)[C@H](c3ccc(C#Cc4ccccc4)cc3)[C@H]2C1
→ -2.2 | -0.9 | -47.0 | 94.6
COc1ccc(OC(=O)N(C)C[C@@H]2OCc3cnnn3CCCC(=O)N([C@H](C)CO)C[C@@H]2C)cc1
→ -0.2 | . | -27.6&0.3 | 4.7&22.9
COC(=O)[C@H]1[C@H](CO)[C@H]2Cn3c(ccc(C4=CCCC4)c3=O)[C@@H]1N2C(=O)CC1CC1
→ 1.0 | 0.1 | 3.7 | 11.8
C[C@@H]1CN([C@@H](C)CO)C(=O)c2c(c3ccccc3n2C)-c2ccccc2CO[C@@H]1CN(C)C(=O)Oc1ccccc1
→ -2.4 | -7.7 | -8.9 | .
O=C(O)[C@H]1[C@H](CO)[C@H]2Cn3c(ccc(-c4cncnc4)c3=O)[C@@H]1N2C(=O)NC1CCCC1
→ 0.6 | -1.9 | 10.4 | 6.6
C[C@@H]1CN([C@H](C)CO)C(=O)CCCn2cc(nn2)CO[C@H]1CN(C)C(=O)Oc1ccc2ccccc2c1
→ -2.4 | -4.2 | -3.6&1.1 | 1.9&-26.1
CCCC#Cc1ccc([C@H]2[C@H](CO)N3CCCCN(C(=O)Cc4ccccn4)C[C@@H]23)cc1
→ -1.3 | -10.7 | -17.2 | 49.0
COC(=O)[C@H]1[C@H](CO)[C@H]2Cn3c(ccc(-c4ccc(F)cc4)c3=O)[C@@H]1N2Cc1ccccc1
→ -1.7 | 3.8 | -2.6 | 27.9
COC(=O)[C@H]1[C@H](CO)[C@H]2Cn3c(ccc(-c4ccccc4F)c3=O)[C@@H]1N2C(=O)C1CC1
→ -1.8 | -5.3 | 27.5 | -17.9
COCC#Cc1ccc([C@@H]2[C@H]3CN(C(=O)Cc4ccccn4)CCCCN3[C@H]2CO)cc1
→ -1.8 | -12.8 | -12.3 | 90.4
O=C(Cc1cccnc1)N1CCCCN2[C@H](CO)[C@@H](c3ccc(/C=C/c4ccccc4)cc3)[C@H]2C1
→ -0.8 | 6.2 | 9.0 | 105.1*
C/C=C/c1ccc(C2[C@@H]3CN(Cc4nccs4)C[C@H]2N3)cc1 (some centres not stated)
→ 0.3&5.3 | -5.2&2.5 | -6.4&-40.9 | .
C/C=C/c1ccc(C2[C@@H]3CN(C(C)=O)C[C@H]2N3)cc1 (some centres not stated)
→ -0.1&0.8 | 1.8&-4.2 | -6.9&-61.3 | .

The listing, from the first entry:
Results follow in this order: KDM4C inh | C diff growth | Pf Dd2 inh | T cruzi growth
O=C(Cc1ccccc1)N1CCCCN2[C@H](CO)[C@H](c3ccc(C#Cc4ccccc4)cc3)[C@H]2C1
→ -2.2 | -0.9 | -47.0 | 94.6
COc1ccc(OC(=O)N(C)C[C@@H]2OCc3cnnn3CCCC(=O)N([C@H](C)CO)C[C@@H]2C)cc1
→ -0.2 | . | -27.6&0.3 | 4.7&22.9
COC(=O)[C@H]1[C@H](CO)[C@H]2Cn3c(ccc(C4=CCCC4)c3=O)[C@@H]1N2C(=O)CC1CC1
→ 1.0 | 0.1 | 3.7 | 11.8
C[C@@H]1CN([C@@H](C)CO)C(=O)c2c(c3ccccc3n2C)-c2ccccc2CO[C@@H]1CN(C)C(=O)Oc1ccccc1
→ -2.4 | -7.7 | -8.9 | .
O=C(O)[C@H]1[C@H](CO)[C@H]2Cn3c(ccc(-c4cncnc4)c3=O)[C@@H]1N2C(=O)NC1CCCC1
→ 0.6 | -1.9 | 10.4 | 6.6
C[C@@H]1CN([C@H](C)CO)C(=O)CCCn2cc(nn2)CO[C@H]1CN(C)C(=O)Oc1ccc2ccccc2c1
→ -2.4 | -4.2 | -3.6&1.1 | 1.9&-26.1
CCCC#Cc1ccc([C@H]2[C@H](CO)N3CCCCN(C(=O)Cc4ccccn4)C[C@@H]23)cc1
→ -1.3 | -10.7 | -17.2 | 49.0
COC(=O)[C@H]1[C@H](CO)[C@H]2Cn3c(ccc(-c4ccc(F)cc4)c3=O)[C@@H]1N2Cc1ccccc1
→ -1.7 | 3.8 | -2.6 | 27.9
COC(=O)[C@H]1[C@H](CO)[C@H]2Cn3c(ccc(-c4ccccc4F)c3=O)[C@@H]1N2C(=O)C1CC1
→ -1.8 | -5.3 | 27.5 | -17.9
COCC#Cc1ccc([C@@H]2[C@H]3CN(C(=O)Cc4ccccn4)CCCCN3[C@H]2CO)cc1
→ -1.8 | -12.8 | -12.3 | 90.4
O=C(Cc1cccnc1)N1CCCCN2[C@H](CO)[C@@H](c3ccc(/C=C/c4ccccc4)cc3)[C@H]2C1
→ -0.8 | 6.2 | 9.0 | 105.1*
C/C=C/c1ccc(C2[C@@H]3CN(Cc4nccs4)C[C@H]2N3)cc1 (some centres not stated)
→ 0.3&5.3 | -5.2&2.5 | -6.4&-40.9 | .
C/C=C/c1ccc(C2[C@@H]3CN(C(C)=O)C[C@H]2N3)cc1 (some centres not stated)
→ -0.1&0.8 | 1.8&-4.2 | -6.9&-61.3 | .
O=C(Cc1cccnc1)N1CCCCN2[C@H](CO)[C@H](c3ccc(/C=C/c4ccccc4)cc3)[C@H]2C1
→ 0.2 | 6.3 | -44.2 | -215.0
COC(=O)[C@H]1[C@H](CO)[C@H]2Cn3c(cccc3=O)[C@@H]1N2Cc1nccs1
→ -0.6 | 8.4 | . | -51.4
COC(=O)[C@@H]1[C@@H](CO)[C@@H]2Cn3c(ccc(-c4ccccc4)c3=O)[C@H]1N2CC1CCCC1
→ -2.5 | -12.6 | -13.9 | .
CCN1[C@@H]2c3ccc(-c4ccc(OC)cc4)c(=O)n3C[C@H]1[C@H](CO)[C@H]2C(=O)OC
→ -0.9 | -2.9 | . | -30.7
COc1ccc(-c2ccc3n(c2=O)C[C@H]2[C@H](CO)[C@@H](C(=O)O)[C@@H]3N2C(=O)c2ccccc2F)cc1
→ -1.4 | -0.7 | . | 19.1
N#Cc1cccc(-c2ccc([C@H]3[C@@H](CO)N4CCCCN(C(=O)Cc5ccncc5)C[C@@H]34)cc2)c1
→ -2.2 | 2.4 | 9.7 | 101.6*
CCCN1[C@@H]2c3cccc(=O)n3C[C@H]1[C@H](CO)[C@H]2C(=O)N(C)C
→ -0.9 | 1.2 | . | 45.1
O=C(Cc1cccnc1)N1CCCCN2[C@H](C1)[C@H](c1ccc(/C=C/c3ccccc3)cc1)[C@@H]2CO
→ -1.5 | -6.1 | -9.8 | 93.5
O=C(Cc1ccccc1)N1CCCCN2[C@H](C1)[C@@H](c1ccc(-c3ccccc3)cc1)[C@@H]2CO
→ -1.1 | 50.2 | -25.7 | -2.2
O=C(Cc1ccccn1)N1CCCCN2[C@H](CO)[C@@H](c3ccc(C#Cc4ccccc4)cc3)[C@H]2C1
→ 1.0 | 12.9 | -34.0 | 105.6*
O=C(NC[C@@H]1CC[C@H]2NC[C@H]2O1)C1CCCC1
→ . | -3.9 | 11.5 | .
CN(C)CC#Cc1ccc([C@@H]2[C@@H](CO)N3CCCCN(C(=O)Cc4ccccn4)C[C@H]23)cc1
→ 3.9 | 17.0 | -16.5 | 114.0*
Cc1ccccc1-c1ccc([C@@H]2[C@@H](CO)N3CCCCN(C(=O)Cc4ccccn4)C[C@@H]23)cc1
→ -1.1 | -6.8 | -46.5 | 37.6
Cc1ccc(OC(=O)N(C)C[C@H]2OCc3ccccc3-c3c(n(C)c4ccccc34)C(=O)N([C@H](C)CO)C[C@H]2C)cc1
→ -1.9 | 5.9 | -56.2 | .
COC(=O)[C@H]1[C@H](CO)[C@H]2Cn3c(ccc(C4=CCCCC4)c3=O)[C@@H]1N2CC1CCCC1
→ 0.3 | 9.5 | -5.7 | 94.4
N#Cc1cccc(-c2ccc([C@H]3[C@@H](CO)N4CCCCN(C(=O)Cc5ccncc5)C[C@H]34)cc2)c1
→ -1.3 | 2.4 | -24.4 | 80.6
COC(=O)[C@H]1[C@H](CO)[C@H]2Cn3c(ccc(C4=CCCC4)c3=O)[C@@H]1N2Cc1ccccn1
→ 0.6 | -3.8 | . | -24.7
O=C(Cc1ccncc1)N1CCCCN2[C@H](C1)[C@H](c1ccc(C#CC3(O)CCCC3)cc1)[C@@H]2CO
→ 0.9 | 7.3 | 7.0 | 85.8
C[C@H](CO)N1C[C@H](C)[C@H](CN(C)C(=O)Oc2ccccc2)OCc2cnnn2CCCC1=O
→ 0.6 | . | 9.1 | -5.6
O=C(Cc1cccnc1)N1CCCCN2[C@H](CO)[C@@H](c3ccc(C#CC4(O)CCCC4)cc3)[C@@H]2C1
→ -1.2 | 0.6 | 34.5 | 8.6
C/C=C/c1ccc([C@H]2[C@H](CO)N3CCCCN(C(=O)Cc4cccnc4)C[C@@H]23)cc1
→ 0.2 | -1.5 | 36.7 | 87.9
COc1ccc(-c2ccc([C@@H]3[C@H]4CN(C(=O)Cc5ccccc5)CCCCN4[C@H]3CO)cc2)cc1
→ -0.4 | 4.3 | -7.2 | 78.7
CC=Cc1ccc2n(c1=O)C[C@H]1[C@H](CO)[C@@H](C(=O)OC)[C@@H]2N1CC1CCCCC1 (mixture of isomers)
→ -1.3 | 0.6 | -1.9 | 10.5
C[C@@H]1CN([C@H](C)CO)C(=O)CCCn2nncc2CO[C@@H]1CN(C)C(=O)Oc1ccc2ccccc2c1
→ . | . | -1.5 | 3.1
CCN1[C@@H]2Cn3c(ccc(-c4cccc(C(=O)N(C)C)c4)c3=O)[C@H]1[C@@H](C(=O)OC)[C@@H]2CO
→ 0.9 | -1.0 | 5.7 | 21.4
COC(=O)[C@H]1[C@H](CO)[C@H]2Cn3c(ccc(/C=C/c4ccccc4)c3=O)[C@@H]1N2Cc1ccccc1F
→ -1.1 | -2.8 | . | -11.1
COc1cccc(CN2CC3(C2)[C@H](c2ccccc2)[C@H](CO)N3C(=O)Cc2ccccc2)c1
→ 1.2 | -1.8 | -28.4 | .
COC(=O)[C@H]1[C@H](CO)[C@H]2Cn3c(ccc(-c4ccccc4OC)c3=O)[C@@H]1N2Cc1ccccc1
→ 1.1 | 0.4 | . | -13.4
CCCNC(=O)N1[C@@H]2c3ccc(-c4cccc(C(=O)N(C)C)c4)c(=O)n3C[C@H]1[C@H](CO)[C@H]2C(=O)O
→ -2.2 | 8.6 | 7.7 | .
